Statin myotox sup – protects C2C12 myotubes from simvastatin toxicity | ATP luminescence, 48 h; scaled: DMSO 0, geranylgeraniol control 100 | rescue of ATP level, % at 7.49 µM | actives 0.78% (n = 330,000);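 active means mean ATP rescue above about 67%, or every replicate alone reaching that limit, limit read from the data, passing the limit was not always enough; inconclusive means no clear call, values can overlap the other calls; inactive means mean under the limit and some replicate under it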;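 further: myotubes were challenged with 10 µM simvastatin during compound exposure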
E-selectin induc – E-selectin induction on HUVECs; P16581; HUVEC E-selectin immunofluorescence imaging; normalized: neutral wells 0, TNF-alpha wells 100; activation, % at 7.58 µM; actives 0.37% (n = 260,000); AID 686992;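 active means mean E-selectin-positive cell signal at least 10% of the positive control, reached in at least 60% of replicates, without over 20% cell loss; inconclusive means no rule given, readout overlaps actives, possibly toxicity-flagged; inactive means the rest, including those meeting only one limit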;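 further: in these data hits start at about 27%; measured in HUVEC primary endothelial cells; signal is the percent of cells scored E-selectin positive by PE staining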
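Read-out: % PE-positive cells | Test system: HUVEC | Doses: One compound dose added by pin transfer | Buffer or medium: EGM-2 over gelatin coat | Signal: Immunofluorescence imaging | Benchmarks: TNF-alpha, DMSO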
SIRT5 inh – sirtuin-5 (human) deacylase inhibition; Purified SirT5, succinyl-peptide AMC, trypsin-coupled fluorescence; inhibition, % at 15 µM; actives 1.1% (n = 330,000); AID 652115; in the data active means inhibition above about 15%; inconclusive means no clear call, values can overlap the other calls
Target sequence (Q9NXA8 whole entry, looked up): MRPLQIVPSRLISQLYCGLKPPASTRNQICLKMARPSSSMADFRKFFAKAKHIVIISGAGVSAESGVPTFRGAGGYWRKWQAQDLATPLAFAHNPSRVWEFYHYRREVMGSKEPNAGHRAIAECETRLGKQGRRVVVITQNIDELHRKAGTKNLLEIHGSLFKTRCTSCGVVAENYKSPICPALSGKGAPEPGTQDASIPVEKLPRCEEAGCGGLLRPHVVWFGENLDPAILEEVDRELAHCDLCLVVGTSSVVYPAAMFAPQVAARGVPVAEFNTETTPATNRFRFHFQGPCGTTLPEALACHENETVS
PglD DTNB – PglD (C. jejuni) enzyme inhibition | purified PglD enzyme, DTNB colorimetric CoA detection | inhibition, % at 12.5 µM | actives 0.098% (n = 360,000); in the data active means inhibition above about 16%, passing the limit was not always enough; inconclusive means no clear call, values can overlap the other calls; further: strong numbers were not always called active
S100A4 MyoIIA – blocks human S100A4 binding to myosin IIA peptide; AID 652163; P26447; inhibition, % at 10.7 µM; actives 0.14% (n = 360,000); S100A4/TAMRA-MyoIIA peptide fluorescence polarization;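 active means mean inhibition of at least 70% across replicates, with every replicate also reaching that level; inconclusive means mean inhibition reaches 70% but some replicates fall short; inactive means mean inhibition below 70%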
Target sequence (P26447 whole entry, looked up): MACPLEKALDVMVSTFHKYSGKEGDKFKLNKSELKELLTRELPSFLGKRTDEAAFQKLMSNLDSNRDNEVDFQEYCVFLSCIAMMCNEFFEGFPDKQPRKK
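Test system – S100A4 monomer (human) · Compound – single-point compound testing · Schedule – 5 min incubation before reading · Probe or stimulus – TAMRA-labelled myosin IIA heavy-chain peptide probe, 5 nM · Benchmarks – neutral control DMSO, positive control TFP · Medium – Calcium-containing HEPES buffer, pH 7.2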
ERp5 inh – blocks human ERp5 reductase activity on insulin; actives 0.05% (n = 350,000); ERp5 insulin aggregation, absorbance 650 nm, 90 min; Q15084; inhibition, % at 9.99 µM;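 active means mean replicate inhibition above about 25%, with every replicate also reaching it, limit read from the data, passing the limit was not always enough; inconclusive means only one of those two criteria met; inactive means neither criterion met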
Target sequence (Q15084 whole entry, looked up): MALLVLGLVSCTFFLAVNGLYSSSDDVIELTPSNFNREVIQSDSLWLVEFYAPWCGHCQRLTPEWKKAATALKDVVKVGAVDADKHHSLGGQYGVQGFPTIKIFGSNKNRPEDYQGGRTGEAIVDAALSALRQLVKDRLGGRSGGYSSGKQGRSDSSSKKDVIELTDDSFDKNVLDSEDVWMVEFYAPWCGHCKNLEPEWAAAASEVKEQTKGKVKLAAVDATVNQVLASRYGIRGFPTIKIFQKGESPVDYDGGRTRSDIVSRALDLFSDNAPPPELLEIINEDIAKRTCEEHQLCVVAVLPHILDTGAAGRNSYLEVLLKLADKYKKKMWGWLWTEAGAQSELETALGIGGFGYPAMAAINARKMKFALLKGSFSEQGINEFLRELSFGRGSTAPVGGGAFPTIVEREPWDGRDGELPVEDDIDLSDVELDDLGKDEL
DENV2 CPE rescue – protects cells from dengue virus 2 cytopathic effect. DENV2-infected cells, cytopathic effect rescue, plate reader. CPE inhibition, % at 9.99 µM. actives 1.7% (n = 350,000); in the data active means CPE inhibition above about 20%, passing the limit was not always enough; inconclusive means no clear call, values can overlap the other calls; tested in BHK-21 cells;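 further: 0% = median of neutral control wells and 100% = median of positive control wells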
The depositor's hits bear a star; ? = inconclusive; nt = no result given. Some of the compounds tested; the hit share may differ from the screen's.

SMILES	Statin myotox sup	E-selectin induc	SIRT5 inh	PglD DTNB	S100A4 MyoIIA	ERp5 inh	DENV2 CPE rescue
Cc1cc(N)nc2nc(C(F)(F)F)nn12	nt	-1.1	0	-5	-4	3	-4
O=C(NCCCCNC(=O)c1cccnc1Cl)c1cccnc1Cl	nt	-4.2	1	6	3	-3	69*
O=S(=O)(c1ccc(Br)s1)N1CCC2(CC1)OCCO2	1	2.4	2	4	6	3	-5
C[C@@H]1CCCCO[C@@H](CN(C)S(C)(=O)=O)[C@@H](C)CN([C@H](C)CO)C(=O)c2cc(NS(=O)(=O)c3ccccc3)ccc2O1	-5	0.4	-2	-1	9	17	2
COCCNC(=O)CSc1nc2ccc(N3CCOCC3)cc2c(=O)n1CCc1ccccc1	-10	nt	1	-1	3	0	nt
Cc1noc(C)c1NC(=O)Nc1ccc2c(c1)C(=O)N([C@H](C)CO)C[C@H](C)[C@@H](CN(C)Cc1ccc(Cl)c(Cl)c1)O2	-28	-2.6	2	-2	14	0	-9
C[C@@H]1CN([C@@H](C)CO)C(=O)c2cccc(NC(=O)Nc3ccccc3)c2O[C@@H]1CN(C)S(=O)(=O)c1ccccc1	47	-3.2	1	3	-12	-5	2
COc1ccc(NC(=O)N2C[C@@H](O)COC[C@H]3O[C@H](CC(=O)N4CCN(C)CC4)CC[C@@H]32)cc1	4	0.0	1	-1	-18	8	-2
Cc1ccc(S(=O)(=O)N(C)C[C@@H]2Oc3c(NC(=O)C4CC4)cccc3C(=O)N([C@@H](C)CO)C[C@H]2C)cc1	15	-6.1	-2	3	-15	-5	9
O=C(CN1C(=O)C2CC=CCC2C1=O)Nc1ccccc1N1CCCC1 (centres undefined)	nt	-0.1	-6	nt	-1	9	-1
Cc1ccc(CNC(=O)Cn2ccc(NC(=O)OCc3ccccc3)nc2=O)o1	8	0.0	nt	8	nt	nt	nt
O=C(Nc1ccccc1C(=O)O)c1ccc(N2C(=O)C3CC=CCC3C2=O)cc1 (centres undefined)	1	nt	-5	1	-2	3	6
O=C(COC(=O)c1cccc(-n2cnnn2)c1)c1ccc(F)cc1	nt	2.4	-7	nt	-5	1	-6
CC(=O)NC(Cc1ccccc1)C(=O)NC(Cc1ccccc1)C(=O)O (centres undefined)	2	nt	-6	nt	-3	-1	0
COC(=O)C[C@@H]1CC[C@H]2[C@@H](COc3ccc(NS(=O)(=O)c4ccccc4Cl)cc3C(=O)N2C)O1	9	-0.1	0	8	-46	3	-2
C[C@@H]1CN([C@@H](C)CO)S(=O)(=O)c2ccc(C#CC3CC3)cc2O[C@H]1CN(C)Cc1ccc(F)cc1	-43	4.3	11	2	-17	5	-5
CCOC(=O)c1cc(NC(=O)Cc2ccc(S(=O)(=O)N3CCOCC3)s2)cc(C(=O)OCC)c1	3	nt	-8	0	-20	5	6
Cc1ccc(C(=O)NS(=O)(=O)c2ccc(C)cc2)cc1	nt	nt	4	-7	0	-3	0
C[C@@H]1CN([C@@H](C)CO)C(=O)Cc2cc(NC(=O)C3CC3)ccc2O[C@@H]1CN(C)Cc1ccc(C(=O)O)cc1	11	0.0	0	4	29	18	2
OC[C@H]1[C@@H](c2ccc(C#CC3(O)CCCC3)cc2)[C@@H]2CN(Cc3ccncc3)CCCCN12	nt	-0.3	1	-2	8	-4	11
O=C(Nc1cc(Cl)cc(Cl)c1)N[C@@H]1CC[C@H](CCNS(=O)(=O)c2cccc(F)c2)O[C@@H]1CO	4	-0.2	3	1	-15	-6	4
O=C1N[C@H]2CC=C[C@H]2Nc2ccccc21	9	-1.1	-3	2	3	-7	-6
CCCNC(=O)N[C@H]1CC[C@H](CC(=O)NC2CCCCC2)O[C@H]1CO	-3	0.2	-5	3	-15	-11	12
CN(C)c1ccc(C2CNC(c3ccc(Cl)c([N+](=O)[O-])c3)c3[nH]c4ccccc4c32)cc1 (centres undefined)	3	0.9	-2	3	11	-2	1
COc1cccc(C#Cc2cnc3c(c2)C(=O)N([C@@H](C)CO)C[C@H](C)[C@@H](CN(C)C(=O)C2CCCCC2)O3)c1	48	0.3	9	0	7	-6	-1

Part of the list above, with values under each structure.
Order of results – Statin myotox sup, E-selectin induc, SIRT5 inh, PglD DTNB, S100A4 MyoIIA, ERp5 inh, DENV2 CPE rescue
O=C(Nc1ccccc1C(=O)O)c1ccc(N2C(=O)C3CC=CCC3C2=O)cc1 (centres undefined)
  1, nt, -5, 1, -2, 3, 6
O=C(COC(=O)c1cccc(-n2cnnn2)c1)c1ccc(F)cc1
  nt, 2.4, -7, nt, -5, 1, -6
CC(=O)NC(Cc1ccccc1)C(=O)NC(Cc1ccccc1)C(=O)O (centres undefined)
  2, nt, -6, nt, -3, -1, 0
COC(=O)C[C@@H]1CC[C@H]2[C@@H](COc3ccc(NS(=O)(=O)c4ccccc4Cl)cc3C(=O)N2C)O1
  9, -0.1, 0, 8, -46, 3, -2
C[C@@H]1CN([C@@H](C)CO)S(=O)(=O)c2ccc(C#CC3CC3)cc2O[C@H]1CN(C)Cc1ccc(F)cc1
  -43, 4.3, 11, 2, -17, 5, -5
CCOC(=O)c1cc(NC(=O)Cc2ccc(S(=O)(=O)N3CCOCC3)s2)cc(C(=O)OCC)c1
  3, nt, -8, 0, -20, 5, 6

Additional records follow:
SMILES	Statin myotox sup	E-selectin induc	SIRT5 inh	PglD DTNB	S100A4 MyoIIA	ERp5 inh	DENV2 CPE rescue
CCCCn1nc(C(=O)N2CCN(S(=O)(=O)c3ccccc3)CC2)c2ccccc2c1=O	11	-0.1	13	nt	0	3	-3
C[C@H](CO)N1C[C@H](C)[C@@H](CN(C)CC2CCCCC2)Oc2ccc(NC(=O)NC3CCCCC3)cc2CC1=O	17	0.1	14	3	1	3	6
CCOc1cc(/C=C2/SC(=S)N(Cc3ccccc3)C2=O)ccc1O	0	nt	-7	-7	-13	3	?
COc1ccccc1CNC(=O)C[C@H]1C[C@H]2c3cc(NC(=O)c4ccc5c(c4)OCO5)ccc3O[C@H]2[C@@H](CO)O1	-1	-0.7	3	1	-1	1	-3
COC(=O)[C@@H](Cc1ccccc1)NC(=O)CC[C@H]1O[C@@H](n2cc(C)c(=O)[nH]c2=O)C[C@@H]1O	-1	-0.2	-1	-6	4	-1	14
COc1ccccc1NC(=O)C1CCC(CNc2c(N3CCCCC3)c(=O)c2=O)CC1 (centres undefined)	-17	0.6	0	-1	2	-3	-5
COC(=O)C[C@@H]1CC[C@@H]2[C@@H](COc3ccc(NC(=O)c4ccc(OC)cc4)cc3C(=O)N2C)O1	-8	-0.1	4	3	4	0	-6
C[C@H]1CN([C@@H](C)CO)C(=O)c2cc(NC(=O)c3ccncc3)ccc2O[C@H]1CN(C)S(=O)(=O)c1ccc(F)cc1	-20	?	0	6	1	5	-1
COC(=O)c1ccccc1NC(=O)CSc1nncn1-c1cccnc1	5	3.0	nt	-5	3	-2	6
Cc1ccc(S(=O)(=O)Nc2cccc(C(=O)NCC3(N4CCCCC4)CCCCC3)c2)cc1F	-46	3.1	0	nt	2	0	5
CNC(=O)c1c(NC(=O)c2ccco2)sc2c1CCCC2	nt	0.0	-1	1	-1	3	1
C[C@H]1CN([C@@H](C)CO)C(=O)c2cc(NC(=O)Nc3ccc(F)cc3)ccc2O[C@H]1CN(C)Cc1ccc2c(c1)OCO2	-49	-3.1	4	6	14	-2	-1
C=CCNC(=O)c1onc(CSc2ccc(F)c(F)c2)c1C(=O)O	8	-0.2	nt	1	-2	-3	4
Cn1ccc(C(=O)OCC(=O)Nc2cccc3ccccc23)n1	nt	nt	-1	nt	-13	2	1
COCC(=O)Nc1ccc2c(c1)C(=O)N(C)C[C@H](OC)[C@H](C)CN(C(C)=O)[C@@H](C)CO2	5	-0.2	-1	2	11	-2	nt
COC(=O)COc1ccc(S(=O)(=O)Nc2ccc3c(c2)OCO3)cc1	-5	nt	-4	-1	2	0	-4
CCN1C(=O)/C(=C\c2ccc(F)cc2)N=C1SCC(=O)NCc1ccco1	nt	nt	-1	-2	-1	3	-12
CCCCCC[n+]1c(-c2ccccc2)csc1Nc1ccccc1	nt	nt	4	nt	0	1	-2
CCCNC(=O)C[C@H]1C[C@H]2c3cc(NS(C)(=O)=O)ccc3O[C@H]2[C@@H](CO)O1	0	0.5	-4	0	-5	27*	4
O=C1c2cc(Br)ccc2N(Cc2ccc(Br)cc2)S(=O)(=O)C1c1cc(Cl)c(Cl)cc1[N+](=O)[O-] (centres undefined)	24	nt	8	0	0	6	nt
O=C(Cc1ccc(-c2ccccc2)cc1)NNC(=S)NCc1ccco1	nt	nt	-6	nt	1	7	0
O=C(NC1CCCCCC1)C1CCN(S(=O)(=O)c2cccc3cccnc23)CC1	-5	nt	nt	-2	2	3	5
COc1cccc(C#Cc2ccc3c(c2)O[C@H](CN(C)C(=O)c2ccccn2)[C@H](C)CN([C@@H](C)CO)S3(=O)=O)c1	56	-0.1	nt	2	nt	nt	1
CCCN(C)C[C@H]1Oc2cc(-c3ccncc3)ccc2S(=O)(=O)N([C@H](C)CO)C[C@H]1C	15	0.0	17*	2	7	-4	1
Cc1ccc(-c2ocnc2C(=O)Nc2ccccc2C(=O)N2CCCC2)cc1	-11	0.1	-6	-1	-4	-3	-6
CCc1ccc(NC(=O)C(C)OC(=O)C2CCN(c3ccc(C(F)(F)F)cn3)CC2)cc1 (centres undefined)	nt	-1.0	-6	nt	-3	11	1
COc1ccc2c3c([nH]c2c1)[C@H](CO)N(C(C)=O)CC31CCN(C(C)=O)CC1	nt	-0.1	1	nt	-7	-4	10
CCC(COC(=O)Nc1ccccc1)NC(=O)OC(C)C (centres undefined)	nt	nt	1	nt	-7	4	2
O=C(NCCc1ccccc1)c1cnc(Cl)c(Cl)c1	2	0.3	-1	2	3	2	-4
COc1cc(C(=O)OCC(=O)NC(C)CCc2ccccc2)cc(OC)c1OC (centres undefined)	14	-0.1	-3	-6	1	1	-11
O=C(Nc1ccccc1F)c1ccc(-c2cccc([N+](=O)[O-])c2)o1	-3	0.0	4	-5	1	2	0
CC(C)C#Cc1ccc2c(c1)O[C@H](CN(C)C(=O)c1cccc(F)c1)[C@@H](C)CN([C@@H](C)CO)S2(=O)=O	-20	2.8	5	8	1	-1	12
COc1ccc(C(C(=O)Nc2c(C)cccc2C)n2c(=O)c(-c3ccco3)nc3ccccc32)cc1 (centres undefined)	nt	-0.1	-1	nt	-9	-5	-2
CN(C)C(=O)c1ccc(-c2ccc([C@@H]3[C@@H](CO)N4CCCCN(C(=O)C5CCC5)C[C@@H]34)cc2)cc1	nt	nt	8	0	3	-1	-1
COc1cc2cc(C(=O)N(C)C3CCS(=O)(=O)C3)[nH]c2cc1OC (centres undefined)	-9	0.2	-1	6	-4	8	4
CCOc1ccc(NC(=O)CN(C)CC(=O)Nc2ccc(F)c(F)c2F)cc1OCC	-5	3.1	-5	0	0	-10	0

Part of the list above, with two lines to a compound.
Values run as follows: Statin myotox sup | E-selectin induc | SIRT5 inh | PglD DTNB | S100A4 MyoIIA | ERp5 inh | DENV2 CPE rescue
> CCOc1cc(/C=C2/SC(=S)N(Cc3ccccc3)C2=O)ccc1O
 : 0 | nt | -7 | -7 | -13 | 3 | ?
> C[C@@H]1CN([C@@H](C)CO)C(=O)c2cccc(NC(=O)Nc3ccccc3)c2O[C@@H]1CN(C)S(=O)(=O)c1ccccc1
 : 47 | -3.2 | 1 | 3 | -12 | -5 | 2
> C=CCNC(=O)c1onc(CSc2ccc(F)c(F)c2)c1C(=O)O
 : 8 | -0.2 | nt | 1 | -2 | -3 | 4
